SUMO Mot1 rescue: yeast Mot1-301 growth rescue at high temperature, primary screen, SUMOylation pathway inhibitor project, S. cerevisiae, ATP luminescence, 38.5C; S. cerevisiae Mot1-301 growth rescue; percent above DMSO median, 100 means doubled; growth rescue, % at 18.8 µM; hit rate 1% among 320,000;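 active = every valid replicate shows activation above 250% relative to neutral control wells; inactive = the rest, any valid replicate at or below 250%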;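 also: OY570 slx delta 5 strain wells were the positive control but not used for scaling; some compounds called inactive have numbers as strong as hits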
phage Ecoli inh: growth loss of phage-infected E. coli, primary screen, RecBCD inhibitor project, absorbance, with phage, HTS; inhibition, % at 11.9 µM; AID 651602, 2012; hit rate 0.26% among 360,000; in the data active = inhibition above about 11%
AddAB inh: growth inhibition of E. coli expressing H. pylori AddAB, primary screen, AddAB inhibitor project, absorbance | inhibition, % at 11.9 µM | hit rate 0.29% among 330,000 | AID 435030, 2010; in the data active = inhibition above about 12%;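 also: 0% = vehicle wells of infected cells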
E coli growth: E. coli V3065 growth inhibition, primary screen, counter-screen for AddAB inhibitor project, absorbance, OD600. hit rate 0.27% among 330,000. 18 h. AID 449728, 2010. inhibition, % at 11.9 µM;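 active = inhibition above the campaign's mean inhibition across all tested compounds plus 3 SD, cut at about 9.9% in these data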;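 also: uninfected addAB+ strain grown without phage in ampicillin broth; 0% = DMSO wells and 100% = ciprofloxacin 0.95 µg/ml wells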
An asterisk follows results filed as active; · = not tested or not shown. A portion of the library. The share of hits here may be higher or lower than overall.

The opening 2 records as a preview:
SMILES | SUMO Mot1 rescue | phage Ecoli inh | AddAB inh | E coli growth
COc1cncc(C#Cc2ccccn2)c1 | · | 2.3 | · | ·
CC(=O)NCCCCCC(=O)O | · | 1.6 | · | ·

This part in full, from the first entry:
SMILES | SUMO Mot1 rescue | phage Ecoli inh | AddAB inh | E coli growth
COc1cncc(C#Cc2ccccn2)c1 | · | 2.3 | · | ·
CC(=O)NCCCCCC(=O)O | · | 1.6 | · | ·
O=C(Cn1ccnc1[N+](=O)[O-])NCCO | · | 3.0 | · | ·
CC(Oc1c(Cl)cccc1Cl)C1=NCCN1 (configuration not stated) | 0 | · | -0.2 | 0.4

Reprinted at random: 2 records from the list.
SMILES | SUMO Mot1 rescue | phage Ecoli inh | AddAB inh | E coli growth
CC(=O)NCCCCCC(=O)O | · | 1.6 | · | ·
CC(Oc1c(Cl)cccc1Cl)C1=NCCN1 (configuration not stated) | 0 | · | -0.2 | 0.4

Looked up above.
CC(Oc1c(Cl)cccc1Cl)C1=NCCN1 (configuration not stated) | SUMO Mot1 rescue: 0
COc1cncc(C#Cc2ccccn2)c1 | phage Ecoli inh: 2.3

Screening data: PubChem, several laboratories
